Source: PubChem
RmlCD inh 1536: M. tuberculosis RmlC/RmlD coupled enzyme inhibitors, primary screen, biochemical, compound mixtures, 384-well, from 1536-well plates. dTDP-4-dehydrorhamnose reductase (Mycobacterium tuberculosis (strain ATCC 25618 / H37Rv)) …. RmlC+RmlD coupled enzyme assay, percent inhibition; primary screen in compound mixtures. inhibition, % at 3.6 µM. 0.03% of 160,000 active. AID 1533, 2009; in the data active means inhibition mostly above about 34%, no sharp cut-off; further: some results filed as inactive read as strong as hits
Target sequence (P9WH09 whole entry, looked up): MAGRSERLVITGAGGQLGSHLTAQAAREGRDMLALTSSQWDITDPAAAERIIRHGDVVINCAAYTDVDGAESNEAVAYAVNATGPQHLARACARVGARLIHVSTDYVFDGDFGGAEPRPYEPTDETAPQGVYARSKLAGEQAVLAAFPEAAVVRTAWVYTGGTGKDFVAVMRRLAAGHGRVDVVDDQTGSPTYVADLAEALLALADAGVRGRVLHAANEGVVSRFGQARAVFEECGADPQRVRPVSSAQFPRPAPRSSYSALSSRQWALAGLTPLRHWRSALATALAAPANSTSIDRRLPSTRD
Target sequence (P9WH11 whole entry, looked up): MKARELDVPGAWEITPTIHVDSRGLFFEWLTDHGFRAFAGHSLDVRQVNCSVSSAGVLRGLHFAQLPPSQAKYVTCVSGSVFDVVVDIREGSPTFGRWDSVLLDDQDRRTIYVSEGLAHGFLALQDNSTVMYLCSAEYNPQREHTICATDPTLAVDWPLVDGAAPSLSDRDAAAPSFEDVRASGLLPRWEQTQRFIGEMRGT
GlmU inhibition: inhibition of mycobacterial GlmU enzyme – biochemical, glucosamine-1-phosphate acetyltransferase (AID 1376) | Bifunctional protein GlmU (Mycobacterium tuberculosis (strain ATCC 25618 / H37Rv)) | M. tuberculosis GlmU acetyltransferase enzyme assay; higher % means a stronger effect | inhibition, %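 (tested at 30 µM in the primary screen)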; hits with a dose series show IC50 in µM | 0.25% of 220,000 active; in the data active means inhibition above about 13%;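 further: 0% = complete reaction with vehicle and 100% = reaction without substrate; strong numbers were not always called active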
Starred values were filed as active, the others as inactive; x = not tested or not shown; & = joins results of further samples. Some of the compounds tested. The share of hits here may be higher or lower than overall.

nr	compound	RmlCD inh 1536	GlmU inhibition
1	CCN(CC)c1ccc(/C=C(/C#N)c2nc3ccc(C)cc3[nH]2)c(OC(C)C)c1	-0.9	-5.9%
2	O=[N+]([O-])c1cccc(-c2nc(-c3cccs3)c(-c3cccs3)[nH]2)c1	-0.7	x
3	Cc1nc(-c2cccnc2)sc1C(=O)Nc1ccc(F)cc1F	21.2	-3.1%
4	CCn1c(SCC(=O)NCc2ccc3c(c2)OCO3)nnc1-c1cccs1	x	1.2%
5	Cn1c(=O)[nH]c(=O)c2c1nc(Br)n2CCSc1nc2ccccc2o1	x	-2.1%
6	Cc1nc2ccc(NC(=O)NCCCO)cc2s1	-5.3	2.8%
7	S=C(Nc1ccccc1)Nc1ccc(Cl)cn1	12.2	-4.9%
8	COc1ccc(S(=O)(=O)N(CCc2ccccc2)CC(=O)NC(C)C)cc1	x	-3.5%
9	Cc1cccn2c(CNC3CCCc4ccccc43)c(C(=O)N3CCCCC3)nc12 (configuration not stated)	10.4	-7.9%
10	COc1cc(NC(=O)CN2C(=O)c3ccccc3S2(=O)=O)c(OC)cc1Cl	-3.9	4.0%
11	O=C1C2C3C=CC(C3)C2C(=O)N1c1nc2ccccc2s1 (configuration not stated)	x	-3.6%
12	CCOC(=O)c1ccc(-c2ccc(/C=N/NC(=O)CN(c3ccccc3Br)S(C)(=O)=O)o2)cc1	5.2	-3.7%
13	COc1cccc(C(=O)Nc2ccc(NC(=O)c3ccco3)cn2)c1	4.1	1.7%
14	CCCC(C)NC(=O)CSc1nnc2ccccn12 (configuration not stated)	-6.5	-0.8%
15	Cc1sc2nc(CN3CCOCC3)nc(N3CCC(C(N)=O)CC3)c2c1C	x	0.7%
16	COC(=O)C1C(=O)OC(C)(C)C1C(C)C(=O)c1ccc(C)cc1C (configuration not stated)	4.5	3.1%
17	O=C(C1=C[C@H](c2ccc(C(F)(F)F)cc2)C[C@H](OCc2ccc(CO)cc2)O1)N1CCN(Cc2ccccc2)CC1	x	3.3%
18	CCN1CCN(CCCCSc2ccccc2)CC1	-8.8	-0.1%
19	O=C1c2ccccc2S(=O)(=O)N1CC(O)Cn1ccc2ccccc21 (configuration not stated)	-5.1	-1.8%
20	N#Cc1nc(-c2ccc(OCc3ccc(Cl)cc3)cc2)oc1N1CCC(C(N)=O)CC1	8.0	-2.6%
21	CCN1CCCC1CNCc1cc(OC)c(OC)c(OC)c1 (configuration not stated)	6.0	5.3%
22	Cc1ccc(C(C)(C)C)c(OCCN2CCCC2)c1	-1.7	1.6%
23	COc1ccccc1-c1noc(CSc2nc(N)cc(=O)[nH]2)n1	6.4	-5.9%
24	Cc1nc2sc(C(c3ccccc3)N3CCN(CCO)CC3)c(O)n2n1 (configuration not stated)	x	2.2%
25	CC(=O)C1=C(O)C(=O)N(c2cccc(C(=O)O)c2)C1c1ccc(F)cc1 (configuration not stated)	10.8	-0.4%
26	COc1ccc2c(c1OC)C[N+]1([O-])CCc3cc4c(cc3C1C2)OCO4 (configuration not stated)	x	5.8%
27	Cc1ccc(S(=O)(=O)NC(C)(C)CN2CCc3ccccc3C2)cc1	6.9	2.8%
28	COc1ccc(Br)cc1C1CC(=O)N2CN(C)CSC2=C1C#N (configuration not stated)	-8.5	-1.2%
29	COCCCNC(=O)CNC(=S)N(Cc1ccccc1F)C1CCCCC1	-11.5	-0.2%
30	O=C(O)CCCC[C@@H]1SC[C@@H]2NC(=O)N[C@@H]21	x	-2.1%
31	Cc1cc(NC(=O)COc2ccc(Cl)cc2Cl)n(-c2ccccc2)n1	-8.0	3.0%
32	CCOCCCn1c(=NC(=O)c2cccs2)c(C#N)cc2c(=O)n3cccc(C)c3nc21	12.0	0.0%
33	O=C(NC1CCCCC1)c1nn2c(C(F)(F)F)cc(-c3ccco3)nc2c1Br	x	-3.2%
34	CNC(=O)NC(=O)Cn1nc2n(c1=O)-c1ccccc1SC2	3.2	5.3%
35	CCOC(=O)Nc1nc(C)c(C(=O)N(C)C)s1	5.5	2.2%
36	CCOC(=O)Cc1csc(NC(=O)COc2cc(C)cc(C)c2)n1	18.8	2.5%

Ordered by molecular weight (rising): 3 of the compounds above
nr	compound	RmlCD inh 1536	GlmU inhibition
31	Cc1cc(NC(=O)COc2ccc(Cl)cc2Cl)n(-c2ccccc2)n1	-8.0	3.0%
8	COc1ccc(S(=O)(=O)N(CCc2ccccc2)CC(=O)NC(C)C)cc1	x	-3.5%
9	Cc1cccn2c(CNC3CCCc4ccccc43)c(C(=O)N3CCCCC3)nc12 (configuration not stated)	10.4	-7.9%

Other records:
nr	compound	RmlCD inh 1536	GlmU inhibition
37	Cc1ccc(S(=O)(=O)NCc2ccc(C(=O)NCc3cccnc3)cc2)cc1	-25.6	-0.1%
38	Cc1c(OCc2ccc(C(=O)O)cc2)ccc2c(-c3ccccc3)cc(=O)oc12	-11.9	2.9%
39	Cc1nn(CCCC(=O)Nc2nccs2)c(C)c1[N+](=O)[O-]	-6.4	-1.9%
40	Cc1cnc(NC(=O)COc2cccc3c2OC(C)(C)C3)s1	10.6	3.9%
41	Cc1ccccc1CSCc1nc2ccccc2[nH]1	18.1	2.3%
42	O=c1cc(CO)oc(CN2CCN(CCO)CC2)c1O	3.6	1.8%
43	COc1ccc(OC)c(C(c2nnnn2CC2CCCO2)N2CCN(C)CC2)c1 (configuration not stated)	9.7	2.5%
44	CCOP(=O)(OCC)C(O)c1ccc2c(c1)OCO2 (configuration not stated)	10.4	2.2%
45	CC(C)CNC(=O)CC(=O)N/N=C/c1cccs1	x	7.2%
46	CC[C@H](C)C(C(=O)N1CCN(C(=O)OC(C)(C)C)CC1)n1cc(C(CO)NC(=O)OC(C)(C)C)nn1 (some centres not stated)	x	-2.4%
47	CC(C)NC(=O)c1ccc(Sc2ccccc2)c([N+](=O)[O-])c1	6.3	-1.9%
48	COc1ccccc1CNC(=O)C(=O)NCC1OCCN1S(=O)(=O)c1ccc2c(c1)OCCO2 (configuration not stated)	x	-3.3%

Brought forward from above: 3 compounds, then new ones.
nr	compound	RmlCD inh 1536	GlmU inhibition
46	CC[C@H](C)C(C(=O)N1CCN(C(=O)OC(C)(C)C)CC1)n1cc(C(CO)NC(=O)OC(C)(C)C)nn1 (some centres not stated)	x	-2.4%
47	CC(C)NC(=O)c1ccc(Sc2ccccc2)c([N+](=O)[O-])c1	6.3	-1.9%
48	COc1ccccc1CNC(=O)C(=O)NCC1OCCN1S(=O)(=O)c1ccc2c(c1)OCCO2 (configuration not stated)	x	-3.3%
49	C(=C\c1nnc(-c2cccs2)o1)/c1ccccc1	8.4	1.2%
50	O=C1N(c2ccc(Cl)cc2)C(c2ccc(Cl)cc2)N2CCCN12 (configuration not stated)	6.4	-6.8%
51	Cc1ccc(C(=O)N(Cc2nc3ccccc3c(=O)[nH]2)C2CCCC2)cc1	-12.6	-3.8%
52	CCN1CCN(Cc2ccc(NC(=O)c3ccc(C)c(NC(=O)c4ccno4)c3)cc2C(F)(F)F)CC1	x	-2.4%
53	CCc1ccc(C(=O)NN(C(=O)c2ccc(CC)cc2)C(C)(C)C)cc1	6.2	-0.5%
54	O=C(c1ccc(N2CCCC2=O)cc1)N1CCOCC1	x	2.2%
55	O=C(Nn1c(SCc2cccc([N+](=O)[O-])c2)nc2ccccc2c1=O)c1ccccc1	-11.2	3.3%
56	O=C(CCC(=O)N1CCOCC1)c1ccc(F)cc1	-9.8	-2.1%
57	O=C(NCCCCc1ccccc1)C1CC(c2ccccc2[N+](=O)[O-])=NO1 (configuration not stated)	-9.7	-6.2%
58	COc1ccc(Cl)cc1NC(=O)N1CCN(C2CCCCC2)CC1	-6.6	-6.7%
59	Cc1cc(C(=O)COC(=O)CN(C)S(=O)(=O)c2ccc(Cl)cc2)c(C)n1Cc1cccs1	x	2.0%
60	COc1ccccc1NC(=O)CN1CCC(C(=O)c2ccc(F)cc2)CC1	x	-6.8%
61	COc1ccc(CNC(=O)CN(c2ccccc2)S(=O)(=O)N(C)C)cc1	3.8	-0.2%
62	Cc1c(CN2CCCCC2)c(O)n(CCCO)c(=O)c1C#N	73.2	1.1%
63	NC(=O)CC(NC(=O)Cc1ccc(Br)cc1)c1ccc(N2CCN(c3ccc(F)cc3)CC2)c([N+](=O)[O-])c1 (configuration not stated)	x	1.1%
64	COc1cccc(OCc2cc(/C=N/NC(=O)c3nc(Cl)c(Cl)c(N)c3Cl)ccc2OC)c1	6.7	0.2%
65	Cn1c(SCC(=O)N2CCN(S(=O)(=O)c3ccc(Cl)cc3)CC2)nc2ccccc21	9.6	0.8%
66	Cc1ccc2cc(CN(CCCN3CCOCC3)C(c3nnnn3Cc3ccco3)C(C)C)c(=O)[nH]c2c1C (configuration not stated)	x	-1.5%
67	CC(=O)Nc1ccc(NC(=O)c2cccc(-c3cc4ccccc4oc3=O)c2)cc1	10.6	-2.9%
68	O=C(OCC(=O)N(C1CCCCC1)C1CCCCC1)c1ccncc1	-5.0	8.4%
69	O=C1[C@@H]2[C@@H]3C[C@@H]([C@H]4ON=C(c5ccc(OCc6ccccc6)cc5)[C@@H]34)[C@@H]2C(=O)N1c1ccc2c(c1)OCO2	9.0	-3.9%
70	COc1cc(/C=N\NC(=O)c2ccc(Cn3cc(Br)c([N+](=O)[O-])n3)o2)cc(OC)c1O	x	2.7%
71	C=CCn1c(SCC(=O)c2ccc(Br)cc2)nnc1C(C)NC(=O)Cc1ccc(OC)cc1 (configuration not stated)	1.6	1.4%
72	Cc1cccn2c(=O)c(C=O)c(N3CCN(c4ccccc4)CC3)nc12	0.1	-4.6%
73	COCCCNC(=O)/C(C#N)=C/c1ccc(OCC(=O)O)c(OC)c1	25.5	13.8%*
74	COC(=O)c1cc(NC(=O)C23CCC(C)(C(=O)O2)C3(C)C)cc(C(=O)OC)c1 (configuration not stated)	-1.2	2.4%
75	Cc1noc(C(=O)NCc2ccccc2)c1Cl	8.8	-1.7%
76	CCC(C)(C(=O)NC1CCCCC1)N(C(=O)CC1NC(=O)NC1=O)c1c(C)n(C)n(-c2ccccc2)c1=O (configuration not stated)	-7.2	2.3%
77	C#CCSc1nnc(-c2sc3ccccc3c2Cl)o1	3.6	x
78	NC(=O)CN1CCCN(S(=O)(=O)c2ccc(Br)cc2)CC1	-9.2	-0.2%
79	CCCNC(=O)c1cccc(Cn2nc(C)c(Br)c2C)c1	x	-0.3%
80	O=C(Cn1cccn1)c1ccccc1	34.2	0.3%
81	COc1ccc(-c2[nH]ncc2/C=C(/C#N)C(=O)NC2CCCCCC2)cc1	4.9	-0.2%
82	Cn1cnc2c1c(=O)n(Cc1c(Cl)cccc1Cl)c(=O)n2C	x	2.8%
83	CC(=O)N=Cc1c(C)c(C#N)c(=O)n(C)c1O	5.5	-0.7%
84	Cc1ccc(NC(=O)CSc2nnc(-c3ccco3)c(-c3ccco3)n2)cc1	-2.2	6.2%

Complete entries, looked up by structure.
Cc1noc(C(=O)NCc2ccccc2)c1Cl as listed: RmlCD inh 1536 = 8.8; GlmU inhibition = -1.7%
CCC(C)(C(=O)NC1CCCCC1)N(C(=O)CC1NC(=O)NC1=O)c1c(C)n(C)n(-c2ccccc2)c1=O (configuration not stated) as listed: RmlCD inh 1536 = -7.2; GlmU inhibition = 2.3%
O=C(Cn1cccn1)c1ccccc1 as listed: RmlCD inh 1536 = 34.2; GlmU inhibition = 0.3%

Next records
nr	compound	RmlCD inh 1536	GlmU inhibition
85	O=C(CN1CCN(Cc2ccccc2F)C1=O)NCCN1CCOCC1	9.6	-5.4%
86	COc1ccc(NC(=S)NCc2cccs2)c(OC)c1	-10.8	2.2%
87	CCOC(=O)c1ccc(N=c2sc(C(=O)OC)cc(=O)n2CCCN2CCOCC2)cc1	-13.5	1.4%&-5.5%
88	CCc1cn(S(=O)(=O)c2ccccc2OC)nc1N	x	-1.9%
89	CN(C)c1ccc(/C=N/NC(=O)c2ccccc2O)o1	-10.5	3.4%
90	COC(=O)c1ccccc1NC(=O)N1CCN(c2ccccc2F)CC1	x	-0.3%
91	CCOc1ccc(NC(=O)Cn2c(=O)oc3ccccc32)cc1	x	-0.8%
92	Cc1ccn2c(C(=O)CSc3ccc(Cl)cc3)c(C)nc2c1	53.0	-0.1%
93	Cc1ccc(Cn2c(SC3CCOC3=O)nc3ccccc3c2=O)cc1 (configuration not stated)	106.6	2.4%
94	O=C(COC(=O)c1ccc([N+](=O)[O-])o1)c1ccccc1	x	2.5%
95	COc1ccc(CCNC(=O)Cn2cnc3c(nnn3Cc3ccc(C)cc3)c2=O)cc1OC	x	-1.7%
96	CN(C)c1ccc(/C=C/C=C2/C(=O)NC(=O)N(c3ccccc3)C2=O)cc1	40.1	8.2%
97	C/C=C/C(=O)OCC(=O)Nc1ccc(C)c(S(=O)(=O)N(C)C)c1	-1.0	2.1%
98	Nc1nc(NC(=O)CCCC(=O)O)nn1-c1ccccc1	-7.5	0.5%
99	CCn1cc(C(=O)N2CCC3(CC2)OCCO3)c(=O)c2cc(S(=O)(=O)N3CCCC3)ccc21	7.0	-2.2%
100	CCOc1ccc(S(=O)(=O)NCc2ccncc2)cc1	8.5	3.1%
101	COc1cc(C(=O)O)c([N+](=O)[O-])c(OC)c1OC	7.8	-5.8%
102	NC(=O)NC(=O)COC(=O)c1ccc(Cl)c(S(=O)(=O)N(Cc2ccccc2)c2ccc(Cl)cc2)c1	8.0	2.6%
103	CCCc1[nH]nc2c1C(c1ccc(OCCN3CCOCC3)c(OC)c1)C(C#N)=C(N)O2 (configuration not stated)	9.0	-1.3%
104	COc1ccc(CNS(=O)(=O)c2ccc(OC)cc2)cc1	x	2.0%
105	N#Cc1cnc(N)c(Br)c1	-1.2	5.1%
106	CC(C)(C)/C(O)=C/c1nc2ccccc2[nH]c1=O	-5.4	1.9%
